# Compound activity: PubChem BioAssay, Broad Institute
# CASP6 VEID inh: blocks human caspase-6 cleavage activity; P55212; purified caspase-6, Z-VEID-R110 cleavage fluorescence; inhibition, % at 12.5 µM; 0.53% of 350,000 active;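 active means mean inhibition across replicates at least about 35%, with every replicate also reaching that limit, limit read from the data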;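 further: 0% = median of neutral control wells and 100% = no fluorescence left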
# esBAF inh: SWI/SNF esBAF complex inhibition; mouse ES cells, Bmi1-luciferase knock-in reporter, 24 h; 100% = twice the neutral-well signal; reporter increase, % at 12.5 µM; 2% of 350,000 active; AID 602393; in the data active means activation above about 40%;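 further: 0% = median of the plate's neutral control wells and 100% = double that signal; a rise in the Bmi1 reporter signal indicates esBAF inhibition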
# ERp5 block: blocks human ERp5 reductase activity on insulin | 0.05% of 350,000 active | ERp5 insulin aggregation, absorbance 650 nm, 90 min | Q15084 | inhibition, % at 9.99 µM;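 active means mean replicate inhibition above about 25%, with every replicate also reaching it, limit read from the data, passing the limit was not always enough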
# Target sequence (Q15084 whole entry, looked up): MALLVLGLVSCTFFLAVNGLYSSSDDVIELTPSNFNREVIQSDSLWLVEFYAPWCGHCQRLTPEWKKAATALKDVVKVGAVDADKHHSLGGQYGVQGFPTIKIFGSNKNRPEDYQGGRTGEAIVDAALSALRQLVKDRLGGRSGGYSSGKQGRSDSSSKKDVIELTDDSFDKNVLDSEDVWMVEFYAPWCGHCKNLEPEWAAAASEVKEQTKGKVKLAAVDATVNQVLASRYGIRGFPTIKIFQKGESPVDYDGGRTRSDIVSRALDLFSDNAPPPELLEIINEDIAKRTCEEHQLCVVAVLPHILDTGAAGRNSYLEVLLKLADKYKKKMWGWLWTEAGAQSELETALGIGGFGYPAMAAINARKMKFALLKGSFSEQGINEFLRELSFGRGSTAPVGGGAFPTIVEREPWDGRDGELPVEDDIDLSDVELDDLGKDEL
# PglD DTNB: PglD (C. jejuni) enzyme inhibition; 0.098% of 360,000 active; inhibition, % at 12.5 µM; purified PglD enzyme, DTNB colorimetric CoA detection; in the data active means inhibition above about 16%, passing the limit was not always enough; further: strong numbers were not always called active
# ARNT TACC3 PPI: disruptors of human ARNT/TACC3 interaction; Q9Y6A5; AlphaScreen His-ARNT PAS-B/GST-TACC3 binding, luminescence; TACC3 fragment carries E629A point mutation; inhibition, % at 9.99 µM; 0.66% of 390,000 active;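 active means mean inhibition of replicates at least 50% and at least half of replicates each reaching 50%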;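 further: 0% = complete ARNT plus TACC3 wells and 100% = ARNT alone without TACC3; many hits fall short of the cut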
# E-sel inducer: induces E-selectin expression in human endothelial cells; activation, % at 7.58 µM; 0.37% of 260,000 active; HUVEC E-selectin immunofluorescence imaging; normalized: neutral wells 0, TNF-alpha wells 100; AID 686992; P16581;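 active means mean E-selectin-positive cell signal at least 10% of the positive control, reached in at least 60% of replicates, without over 20% cell loss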;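 further: in these data hits start at about 27%; measured in HUVEC primary endothelial cells; signal is the percent of cells scored E-selectin positive by PE staining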
#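 Test system: HUVEC | Signal: Immunofluorescence imaging | Read-out: Percent E-selectin-positive cells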
# RAD52 inh: blocks human RAD52 DNA annealing; P43351; recombinant RAD52 DNA annealing, FRET fluorescence; inhibition, % at 18.7 µM; 0.46% of 360,000 active;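 active means every replicate showing at least 50% inhibition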
# RAD54 inh: inhibitors of human RAD54 branch migration. Q92698. RAD54 Holliday junction branch migration, FAM/BHQ fluorescence. inhibition, % at 10.4 µM. 0.14% of 360,000 active. AID 602329;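 active means mean normalized replicate activity at least 40 and at least half of replicates scoring 40 or more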;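 further: 0% = median of neutral control wells and 100% = median of positive control wells; inhibitors cause a drop in the FAM fluorescence signal; in these data hits start at about 50%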
# * marks the source's active call; other numbers are inactive results; . = not tested or not shown.
# Labels used below: A = CASP6 VEID inh; B = esBAF inh; C = ERp5 block; D = PglD DTNB; E = ARNT TACC3 PPI; F = E-sel inducer; G = RAD52 inh; H = RAD54 inh
1	O=[N+]([O-])c1sccc1CS(=O)(=O)c1ccccc1
  A: 1	B: .	C: 1	D: 3	E: -2	F: 7.9	G: 1	H: -10
2	O=C(c1ccncc1)N1CC2(C1)[C@@H](c1ccccc1)[C@@H](CO)N2CC1CCOCC1
  A: -1	B: .	C: 3	D: .	E: .	F: -0.2	G: 10	H: .
3	CC(=O)Nc1ccc(Oc2sc(C(=O)c3ccccc3)c(N)c2C#N)cc1
  A: .	B: 16	C: .	D: -5	E: 2	F: .	G: .	H: 2
4	COc1ccccc1N(C)S(=O)(=O)c1ccc(C(=O)N(C)Cc2ccc(OC(F)F)cc2)cc1
  A: -1	B: 0	C: 7	D: 0	E: -1	F: .	G: -8	H: -2
5	Cc1c(C(C)NC(=O)Nc2ccc(F)cc2F)cnn1C (centres undefined)
  A: .	B: 7	C: .	D: 4	E: -4	F: .	G: .	H: -5
6	CCC(C(=O)NCc1ccc(F)cc1)N(CCc1ccccc1)C(=O)c1snc(C(N)=O)c1N (centres undefined)
  A: 4	B: 3	C: -1	D: 0	E: 2	F: 0.0	G: -21	H: 0
7	CC(C)NC(=O)N(C)C[C@H]1Oc2cc(C#Cc3cccc(F)c3)ccc2S(=O)(=O)N([C@@H](C)CO)C[C@@H]1C
  A: 1	B: -3	C: 2	D: 1	E: -2	F: -0.2	G: -5	H: -4
8	CCN(CC)S(=O)(=O)c1cc(NC(=O)CCc2c(C)noc2C)ccc1C
  A: 1	B: 1	C: 0	D: 6	E: -6	F: 0.3	G: 1	H: -7
9	Cc1ccc(C(=O)N2CCN(c3ccccc3F)CC2)cc1S(=O)(=O)N1CCOCC1
  A: 3	B: .	C: 2	D: .	E: -6	F: .	G: -15	H: .
10	O=c1cc(Cn2ccnc2)c2cc(O)ccc2o1
  A: 3	B: 3	C: 2	D: 5	E: -1	F: .	G: 16	H: 4
11	COCCNC(=O)Cn1nc(-c2ccc(C)cc2)ccc1=O
  A: .	B: 6	C: .	D: -3	E: -6	F: .	G: .	H: -5
12	Cc1noc(C)c1NC(=O)Nc1ccc2c(c1)C(=O)N([C@@H](C)CO)C[C@@H](C)[C@@H](CN(C)S(=O)(=O)c1c(C)noc1C)O2
  A: 0	B: -5	C: 11	D: -3	E: -2	F: -3.5	G: -9	H: -3
13	CCCCn1nnc(NC(=O)c2ccc([N+](=O)[O-])cc2Cl)n1
  A: -3	B: .	C: 1	D: 3	E: 4	F: 4.0	G: -14	H: 9
14	O=C(CSc1ccc([N+](=O)[O-])cn1)Nc1ccc2c(c1)OCCO2
  A: 0	B: .	C: -2	D: .	E: -10	F: .	G: 9	H: .
15	COC(=O)c1ccc(S(=O)(=O)NCc2ccc(S(N)(=O)=O)cc2)o1
  A: -1	B: .	C: 3	D: .	E: -2	F: 0.0	G: -22	H: .
16	Cc1noc(C)c1S(=O)(=O)N(C)C[C@H]1OCCCC[C@H](C)Oc2ccc(NC(=O)Nc3ccc(F)cc3)cc2C(=O)N([C@@H](C)CO)C[C@@H]1C
  A: 0	B: 0	C: 3	D: 42	E: 13	F: 0.0	G: 15	H: 1

# 3 entries from above, reformatted.
entry | Structure | CASP6 VEID inh | esBAF inh | ERp5 block | PglD DTNB | ARNT TACC3 PPI | E-sel inducer | RAD52 inh | RAD54 inh
8 | CCN(CC)S(=O)(=O)c1cc(NC(=O)CCc2c(C)noc2C)ccc1C | 1 | 1 | 0 | 6 | -6 | 0.3 | 1 | -7
7 | CC(C)NC(=O)N(C)C[C@H]1Oc2cc(C#Cc3cccc(F)c3)ccc2S(=O)(=O)N([C@@H](C)CO)C[C@@H]1C | 1 | -3 | 2 | 1 | -2 | -0.2 | -5 | -4
4 | COc1ccccc1N(C)S(=O)(=O)c1ccc(C(=O)N(C)Cc2ccc(OC(F)F)cc2)cc1 | -1 | 0 | 7 | 0 | -1 | . | -8 | -2

# 4 entries from above in a different format.
No. | compound | CASP6 VEID inh | esBAF inh | ERp5 block | PglD DTNB | ARNT TACC3 PPI | E-sel inducer | RAD52 inh | RAD54 inh
1 | O=[N+]([O-])c1sccc1CS(=O)(=O)c1ccccc1 | 1 | . | 1 | 3 | -2 | 7.9 | 1 | -10
2 | O=C(c1ccncc1)N1CC2(C1)[C@@H](c1ccccc1)[C@@H](CO)N2CC1CCOCC1 | -1 | . | 3 | . | . | -0.2 | 10 | .
3 | CC(=O)Nc1ccc(Oc2sc(C(=O)c3ccccc3)c(N)c2C#N)cc1 | . | 16 | . | -5 | 2 | . | . | 2
4 | COc1ccccc1N(C)S(=O)(=O)c1ccc(C(=O)N(C)Cc2ccc(OC(F)F)cc2)cc1 | -1 | 0 | 7 | 0 | -1 | . | -8 | -2
